# Tau fibril ThT: inhibitors of human tau fibril formation, thioflavin T binding. P10636. recombinant tau K18 P301L, heparin-induced fibrillization, ThT fluorescence. Potency, µM (series often up to 57.4 µM), for inactives: at the top dose activity, negative = inhibition, usual class: inhibitors. hit rate 2.1% among 270,000. AID 1460; also: % is scaled to controls: 0 for no effect and ±100 for the full control effect; nearly all actives have a fitted effect of over 55% in size
# Target sequence (P10636 561-689 P618L limits assumed): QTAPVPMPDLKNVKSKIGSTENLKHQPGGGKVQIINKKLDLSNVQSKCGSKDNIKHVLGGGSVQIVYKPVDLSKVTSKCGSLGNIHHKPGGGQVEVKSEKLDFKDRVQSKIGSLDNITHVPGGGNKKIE
#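 In this qHTS, human K18 P301L tau is incubated with compound and heparin for 6 hr at 37 C, and Thioflavin T fluorescence then reports fibril load.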
# SMN2 splice up: increases expression of the SMN2 splice variant | HEK293 SMN2-luciferase splicing reporter, luminescence, 30-36 h | Potency, µM (top dose mostly 46.1 µM), without a hit: at the highest dose activity change, positive = activation, actives largely listed as activators | hit rate 2.8% among 210,000; also: % of control where 0% means no effect; nearly all actives have a fitted effect of over 55% in size
#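 HEK293 cells carry an SMN2 […]–luciferase reporter in which exon 7 inclusion puts luciferase in frame. Cells were plated 10-12 h before compound addition, then incubated 30-36 h at 37C. ONE-Glo luminescence was read; sodium butyrate at 4.5 mM final served as control.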
# ALDH1A1 inh: inhibitors of human aldehyde dehydrogenase 1A1; Purified ALDH1A1, NADH fluorescence, propionaldehyde substrate; Potency, µM (series often up to 75.3 µM), inactives show at the highest dose activity, negative = inhibition, actives largely listed as inhibitors; hit rate 7.3% among 220,000; AID 1030; active = well fitted inhibition curve with a large enough effect, not every such curve was filed as active; inconclusive = small, poorly fitted or top-dose-only effect, or another doubt; inactive = no such curve, though single readings can be large or run the other way;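 also: plate controls were no enzyme wells and a reference inhibitor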
# Target sequence (P00352 whole entry, looked up): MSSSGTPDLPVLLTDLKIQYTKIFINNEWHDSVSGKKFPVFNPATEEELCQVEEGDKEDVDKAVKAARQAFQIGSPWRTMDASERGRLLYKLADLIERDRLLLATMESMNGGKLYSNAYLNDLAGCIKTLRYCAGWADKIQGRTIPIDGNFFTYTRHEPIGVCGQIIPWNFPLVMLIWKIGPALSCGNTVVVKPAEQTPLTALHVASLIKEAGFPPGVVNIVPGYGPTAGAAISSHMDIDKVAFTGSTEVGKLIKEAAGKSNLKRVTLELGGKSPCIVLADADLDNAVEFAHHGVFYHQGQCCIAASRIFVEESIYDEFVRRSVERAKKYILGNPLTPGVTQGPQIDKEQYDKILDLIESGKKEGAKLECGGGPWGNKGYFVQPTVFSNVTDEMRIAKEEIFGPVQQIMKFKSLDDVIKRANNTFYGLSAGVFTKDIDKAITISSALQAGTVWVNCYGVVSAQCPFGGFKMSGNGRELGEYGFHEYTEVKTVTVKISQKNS
# KDM4E inh: JMJD2E (human) inhibition. B2RXH2. JMJD2E catalytic domain, FDH-coupled NADH fluorescence (FDH is formaldehyde dehydrogenase). Potency, µM (top dose mostly 57.1 µM), without a hit: top-dose activity change, negative = inhibition, hits mostly inhibitors. hit rate 1.6% among 230,000; active = well fitted inhibition curve with a large enough effect, not every such curve was filed as active; inconclusive = small, poorly fitted or top-dose-only effect, or another doubt; inactive = no such curve, though single readings can be large or run the other way;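 also: 0% = wells with enzyme and -100% = buffer wells without enzyme; nearly all actives have a fitted effect of over 50% in size; many of its hits are not listed in these tables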
# Target sequence (B2RXH2 1-337 limits assumed): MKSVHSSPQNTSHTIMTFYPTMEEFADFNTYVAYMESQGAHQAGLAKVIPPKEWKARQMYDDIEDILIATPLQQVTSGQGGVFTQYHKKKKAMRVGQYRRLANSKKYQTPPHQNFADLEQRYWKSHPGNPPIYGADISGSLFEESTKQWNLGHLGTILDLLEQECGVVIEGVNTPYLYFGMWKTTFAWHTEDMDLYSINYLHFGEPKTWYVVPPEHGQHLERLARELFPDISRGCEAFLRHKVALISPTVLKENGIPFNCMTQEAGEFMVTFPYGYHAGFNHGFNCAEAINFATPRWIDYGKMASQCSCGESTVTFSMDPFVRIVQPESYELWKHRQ
# Tau FP inhib: inhibitors of human tau fibril formation. P10636. K18 P301L tau heparin fibrillization, Alexa594 FP, 6 h. Potency, µM (top dose mostly 57.7 µM), without a hit: at the top dose activity, negative = inhibition, usual class: inhibitors. hit rate 0.39% among 280,000; also: % is scaled to controls: 0 for no effect and ±100 for the full control effect; nearly all actives have a fitted effect of over 55% in size
#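 Human K18 P301L fragment (15 uM unlabeled plus 0.24 uM Alexa 594-labeled) in 100 mM sodium acetate pH 7 with compound, aggregation induced by 20 uM heparin for 6 hr at 37 C. ThT (30 uM) added for 1 hr, then Alexa 594 FP read.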
# HttQ103 aggreg: inhibitors of mutant huntingtin aggregate formation in PC12 cells | PC12 HttQ103-GFP aggregates, Acumen cytometry, 40 h | Potency, µM (highest dose often 46.1 µM), for inactives: at the top dose activity change, negative = inhibition, usual class: inhibitors | hit rate 1.1% among 220,000; also: % is scaled to controls: 0 for no effect and ±100 for the full control effect; nearly all actives have a fitted effect of over 60% in size
#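 PC12 cells stably carrying ecdysone-inducible HTT exon 1 Q103–GFP were induced with tebufenozide (100 nM final) and treated with library compounds in titration. GFP aggregates in lysates were counted by laser scanning cytometry.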
# HTT cytoprotect: Huntington cell model cytoprotection by ATP luminescence; PC12 HTT-Q103 induced, cytoprotection, ATP luminescence, 40 h; Potency, µM (doses to about 56.4 µM), without a hit: cytoprotection (ATP increase), most hits filed as activators; hit rate 0.14% among 230,000; AID 1471;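 also: % of control where 0% means no effect; nearly all actives have a fitted effect of over 45% in size; toxic huntingtin expression switched on by the ecdysone agonist tebufenozide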
#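 ATP quantification (ATPlite) reports survival of PC12 cells in which tebufenozide, 100 nM final, switches on Htt exon 1 with 103 glutamines linked to GFP; compounds are titrated.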
# Tau fluor counter: counter-screen for tau fibril formation inhibitors; tau K18 P301L Alexa594 fluorescence, heparin fibrillization; Potency, µM (highest dose often 57.7 µM), without a hit: at the top dose activity change, negative = decrease; hit rate 0.93% among 280,000; also: % is scaled to controls: 0 for no effect and ±100 for the full control effect; nearly all actives have a fitted effect of over 55% in size
#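 Human tau K18 P301L (15 uM unlabeled, 0.24 uM Alexa 594-labeled) in 100 mM sodium acetate pH 7 with 20 uM heparin, 6 hr at 37 C. ThT 30 uM added, 1 hr ambient; Alexa 594 FP and total fluorescence read at 555/632 nm.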
# Starred values were filed as active, the others as inactive; ? = inconclusive; / = no result given; & = joins results of further samples; [ ] = dose if it differs, or a comment. Unless noted, calls follow the shape of the dose curve; as a rule, active = well fitted curve in the direction sought with a large enough effect; inconclusive = small, poorly fitted or top-dose-only effect, or another doubt; inactive = no such curve, though single readings can be large; an effect the other way counts as inactive or inconclusive. Potency is read from the fitted curve at half-maximal effect.
SMILES,Tau fibril ThT,SMN2 splice up,ALDH1A1 inh,KDM4E inh,Tau FP inhib,HttQ103 aggreg,HTT cytoprotect,Tau fluor counter
CCn1c2ccccc2c2cc(NC(=O)COC(=O)c3cccc(S(=O)(=O)NC)c3)ccc21,?,-37.0%[inhibitor],-3.9%,-12.0%,0.9%,11.4%,11.6%[10 µM],10µM*[quencher]
Cc1ccccc1OCc1nnc(SCC(=O)N2CCc3ccccc32)n1C,-9.4%,-8.6%,6.9%,3.5%,-5.1%,2.4%,30.4%[1.9 µM],-4.6%
O=C(Nc1ccccc1)N(CCN1CCOCC1)Cc1ccccc1F,2.4%,26.6%,-8.9%,1.8%,-6.0%,-6.0%,-16.8%[0.074 µM],-1.7%
COC(=O)[C@H](COC(C)(C)C)NC(=O)O[C@H]1C(=O)c2ccc(OC)cc2O[C@@H]1c1ccc2c(c1)OCO2,-3.3%,0.3%,6.0%,1.2%,-2.7%,/,-20.9%,-8.2%
Cc1ccc(CN=C(N)Nc2nc(C)cc(C)n2)cc1,-4.0%,-37.1%[inhibitor],3.5%,1.4%,0.4%,-19.6%[9.22 µM],-51.2%[inhibitor][10 µM],1.5%
Cc1ccc(/C=C(/C#N)c2nc(CCN3C(=O)c4ccccc4C3=O)cs2)cc1,?,-15.6%,?,/,-0.2%,-3.7%,-22.2%,-22.5%
COC(=O)c1ccc(NC(=O)NS(=O)(=O)c2ccc(C)cc2)cc1,-3.6%,-0.2%,0.0%,-1.8%,-1.4%,8.5%,-15.2%,-2.4%
COc1cc(Nc2nc3c(S(=O)(=O)c4ccccc4)nnn3c3ccc(Cl)cc23)cc(OC)c1,-12.4%,6.2%,/,/,-5.3%,/,/,-15.2%
COc1ccc(CNC(=O)C(=O)Nc2cc(Cl)ccc2OC)cc1,-4.4%,-10.7%,/,/,-8.2%,/,/,-17.4%
CCCOc1ccc(NC(=O)C2CC(=O)N(C)C(=Nc3cccc(OC)c3)S2)cc1 (stereo not given),-5.6%,/,10.5%,?,?,5.8%[9.22 µM],6.3%[10 µM],?
COc1ccccc1C(=O)Nc1ccc(S(=O)(=O)N2CCCC2)cc1,-12.9%,19.8%,?,9.2%,-5.4%,-15.1%,-21.7%[0.074 µM],-19.9%
CCOC(=O)C1CCN(S(=O)(=O)c2cc(Br)cc3c2N(C(=O)CC)CC3)CC1,-3.8%,5.9%,/,/,1.3%,/,/,-4.8%
CC1CN(C(=O)C2CCCN2S(=O)(=O)c2ccc(Cl)cc2)CC(C)O1 (stereo not given),-0.9%,5.8%,11.2%,6.9%,-6.4%,-7.2%,2.5%[10 µM],-3.0%
N[C@@H](CO)c1cn([C@@H](Cc2cc3ccccc3[nH]2)C(=O)N2CCNCC2)nn1,-13.4%,/,/,-0.4%,-9.3%,16.2%[9.22 µM],?,-3.6%
O=C(CN1CCC(n2nnc3cc(C(F)(F)F)ccc32)CC1)NNC(=O)c1ccco1,0.6%,/,1.6%,8.1%,-4.8%,-1.1%[9.22 µM],2.9%[10 µM],-4.1%
COc1ccccc1C(c1nnnn1Cc1ccco1)N1CCN(c2cccc(C)c2C)CC1 (stereo not given),-12.9%,-26.9%,-10.4%,10.2%,5.9%,?,-8.3%[1.9 µM],-10.8%
O=c1oc(Nc2ccc(F)cc2)nc2ccccc12,-6.8%,0.0%,?,?,-5.6%,-8.3%,6.2%,-5.9%
CCOc1ccc(NC(=O)CN2CCN(CC(=O)Nc3ccc(C(=O)OC)cc3)CC2)cc1,-25.2%,-22.2%,7.08µM*,-6.0%,-3.0%,14.0%,-10.8%[10 µM],-4.0%
CCOC(=O)c1c(CN2CCCCC2)oc2ccc(OC)cc12,-12.8%&0.1%,3.0%&-7.7%,?,?,-11.0%&-5.9%,10.7%&-3.7%,-20.4%,-10.2%&1.3%
NS(=O)(=O)c1ccc(C(=O)O)cc1,2.4%,-7.2%,2.8%,-8.1%,2.7%,5.2%&-1.2%,4.9%,-0.9%
COCCn1c(SC(C(=O)Nc2cc(C)ccc2OC)c2ccccc2)nnc1-c1ccc(Cl)cc1 (stereo not given),-3.8%,-10.9%,-12.8%,-8.3%,1.3%,7.3%,-35.9%[10 µM],-3.4%
Cc1cccc(NC(=O)COc2ccc(Br)cc2C)n1,-7.7%,-11.4%,-4.3%,-4.5%,-6.7%,1.7%,-7.0%,-8.0%
CNc1nc(NC)nc(-n2c(C(F)(F)F)nc3ccccc32)n1,-12.5%,-12.6%,8.9%,2.2%,-7.1%,24.2%,24.8%[0.074 µM],-12.7%
C=CCn1c(-c2cccnc2Cl)nc2ccccc21,-2.9%,-10.2%,-1.9%,-6.2%,12.1%,4.1%,-53.9%[inhibitor],-4.5%
O=S(=O)(NCc1ccccc1)c1cccc(S(=O)(=O)N2CCOCC2)c1,-10.8%,-3.5%,1.1%,1.9%,4.5%,-20.6%,10.1%,-6.0%
COc1cc(OC)c2c(-c3ccccc3)cc(=O)oc2c1C(CCN1CCOCC1)c1ccc2c(c1)OCO2 (stereo not given),-24.2%,/,?,/,10.2%,/,-221.4%[inhibitor][40.3 µM],-23.8%
Cc1cc(=O)[nH]c(SCc2nc3ncccn3c2Br)n1,-0.4%,13.7%,?,?,0.4%,9.1%,2.0%,0.1%
COCCCNC(=O)c1ccc(-n2nc(C(F)(F)F)cc2-c2cccs2)cc1,-18.5%,-48.2%,20µM*,7.3%,-4.0%,?,16.2%,-19.5%
Cn1c(Cc2ccccc2)nnc1SCC(=O)Nc1ccccc1N1CCOCC1,-12.2%,-14.0%,7.0%,5.7%,-5.0%,-15.0%,4.1%,-10.1%
COCCN(C(=O)C1CC1)c1nnc(-c2cccc(C)c2)s1,-10.3%,7.0%,-10.6%,-10.4%,2.1%,-11.4%,-21.2%,0.4%
CCOC(=O)Cc1csc(SCC(=O)Nc2cccc(C#N)c2)n1,-8.1%,8.5%,-15.2%,-2.2%,1.8%,10.0%[9.22 µM],1.0%,-0.3%
O=C(CCS(=O)(=O)c1cccc2nonc12)N1CCCc2ccccc21,-10.3%,-3.2%,11.2µM*,-29.1%,-1.0%,2.8%,-9.5%,-8.7%
Cc1nc(NCc2ccccc2)c2nc(-c3ccccc3)n(CCN(C)C)c2n1,-9.6%,-9.0%,?,?,3.7%,/,-18.5%,-9.3%
Cc1nn(-c2ccccc2)c(Cl)c1C(=O)N1CCN(C)CC1,2.2%,1.8%,1.7%,6.0%,-1.8%,3.4%,-8.3%,2.4%
COc1ccccc1-c1nnc(NC(=O)C(C)SC2=NCCS2)s1 (stereo not given),?,-21.6%,?,?,-2.3%,9.5%,-10.4%,-21.7%
CC(=O)C1=C(O)C(=O)N(Cc2ccccc2)C1c1ccccc1F (stereo not given),-21.1%,9.6%,-6.8%,-6.4%,-2.4%,-2.0%,-6.5%,-11.9%
COC(=O)c1cc(-c2ccccc2)sc1N,?,-34.4%,?,-7.4%,15.6%,-4.6%,-2.6%,?
CCOC(=O)c1cc2sccc2n1CC(=O)C(C)(C)C,3.9%,/,-10.3%,-8.7%,3.5%,-7.1%[9.22 µM],7.1%[10 µM],3.2%
O=C(CCCOc1ccc(Cl)cc1Cl)Nc1ccccn1,-7.8%,9.0%,0.5%,-8.4%,-3.6%,8.2%[9.22 µM],17.6%[10 µM],-11.3%
CCCc1cc(=O)[nH]c(SCC(=O)NC2CCCc3ccccc32)n1 (stereo not given),-0.2%,/,/,-2.6%,-6.1%,-8.6%[9.22 µM],9.8%[10 µM],0.5%

# The closing 5 records of the part above lead into the next.
SMILES,Tau fibril ThT,SMN2 splice up,ALDH1A1 inh,KDM4E inh,Tau FP inhib,HttQ103 aggreg,HTT cytoprotect,Tau fluor counter
CC(=O)C1=C(O)C(=O)N(Cc2ccccc2)C1c1ccccc1F (stereo not given),-21.1%,9.6%,-6.8%,-6.4%,-2.4%,-2.0%,-6.5%,-11.9%
COC(=O)c1cc(-c2ccccc2)sc1N,?,-34.4%,?,-7.4%,15.6%,-4.6%,-2.6%,?
CCOC(=O)c1cc2sccc2n1CC(=O)C(C)(C)C,3.9%,/,-10.3%,-8.7%,3.5%,-7.1%[9.22 µM],7.1%[10 µM],3.2%
O=C(CCCOc1ccc(Cl)cc1Cl)Nc1ccccn1,-7.8%,9.0%,0.5%,-8.4%,-3.6%,8.2%[9.22 µM],17.6%[10 µM],-11.3%
CCCc1cc(=O)[nH]c(SCC(=O)NC2CCCc3ccccc32)n1 (stereo not given),-0.2%,/,/,-2.6%,-6.1%,-8.6%[9.22 µM],9.8%[10 µM],0.5%
CCOc1cc(/C=N/Nc2ccc(C(=O)O)cc2)ccc1OC(=O)c1ccccc1C,/,/,/,-22.8%,?,10.4%[9.22 µM],-0.7%[10 µM],0.708µM*[quencher]
O=C(Nc1ccc(Cl)cc1C(F)(F)F)c1ccccc1Cl,-3.4%,4.6%,4.2%,?,1.6%,11.7%,-5.5%[10 µM],-5.9%
O=c1/c(=C/c2ccco2)sc2n1CN(c1ccccc1)CN=2,-17.1%,-10.6%,-16.6%,-14.4%,0.8%,6.3%,2.7%,-8.3%
O=C(CS(=O)(=O)Cc1ccccc1)Nc1ccc(S(=O)(=O)N2CCOCC2)cc1,-4.1%,15.2%,1.5%,4.2%,-0.6%,-1.5%,16.4%[10 µM],-7.2%
Nc1ccc(O)c2c1C(=O)c1ccccc1C2=O,1.5%,-63.6%[inhibitor],-3.9%,-1.0%,4.7%,-3.3%,/,-1.5%
CC[n+]1c(C)sc2sc3ccccc3c21,/,/,/,14.1µM*,-60.5%,8.0%[9.22 µM],16.2%[10 µM],-10.6%
CC(=O)N(Cc1c(C)nn(-c2ccccc2)c1Cl)c1ccc(Cl)cc1,-6.6%,-24.4%,-3.4%,6.7%,0.1%,12.8%,6.0%,-4.5%
CCOc1ccc2c(=O)c(Oc3ccccc3)c(C)oc2c1,-5.5%,-5.7%,-5.2%,1.0%,-2.8%,-26.9%,-25.1%,-1.7%

# An excerpt; rates above refer to the full screens.
